hIAP activ = human IAP activators, primary screen, biochemical, luminescence, uHTS | activation factor at 10 µM | AID 2524, 2010 | 330,000 tested, 0.16% active | Intestinal-type alkaline phosphatase (Homo sapiens), P09923 | purified human IAP, CDP-Star luminescence, 30 min; stronger effect = higher value; 1 = vehicle-only enzyme, 0 = enzyme-free background;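 active = activation factor of the enzyme at least 2-fold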; also: the source names both 10 and 20 µM as test concentration; values of inactives mirror those of a sister screen read the other way
SENP1 inh = human SENP1 catalytic domain inhibitors, primary screen, biochemical, FRET, uHTS. recombinant SENP1 catalytic domain, CyPet-SUMO1-YPet FRET cleavage. inhibition, % at 10 µM. 360,000 tested, 0.21% active. AID 624204, 2012;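 active = inhibition at least 30% at 10 µM, raw YFP signal under a set limit, fluorescence ratio 0.5 to 1.5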;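 also: 0% = enzyme with DMSO and 100% = no enzyme wells; some results filed as inactive read as strong as hits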
Target sequence (Q9P0U3 419-644 limits assumed): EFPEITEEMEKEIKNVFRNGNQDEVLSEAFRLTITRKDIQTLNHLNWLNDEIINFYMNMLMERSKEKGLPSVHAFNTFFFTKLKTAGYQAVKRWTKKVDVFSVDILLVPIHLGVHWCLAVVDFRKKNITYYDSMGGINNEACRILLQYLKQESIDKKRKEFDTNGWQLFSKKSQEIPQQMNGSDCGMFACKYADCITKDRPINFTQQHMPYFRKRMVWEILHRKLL
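Test system: human SENP1 catalytic domain; medium: Tris pH 8 buffer plus EDTA, NaCl, BME, BSA, NP40, catalase; incubation: 50 min reaction at room temperature; technique: FRET, CFP and YFP emission; controls: no-enzyme low control and enzyme-plus-DMSO high control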
mIAP act = activators of mouse IAP, primary screen, biochemical, luminescence, uHTS | intestinal alkaline phosphatase [Mus musculus] | muIAP, CDP-Star luminescence, 30 min; stronger effect = higher value; 1 = vehicle-only enzyme signal, 0 = enzyme-free wells | activation factor at 10 µM | 330,000 tested, 0.24% active;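 active = activation factor of at least 2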; also: the source names both 10 and 20 µM as test concentration; values of inactives mirror those of a sister screen read the other way
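System: mouse IAP enzyme. Reagent: CDP-Star chemiluminescent phosphatase substrate. Benchmarks: DMSO wells, no-enzyme wells. Times: 30 min enzyme-substrate-compound incubation at room temperature. Detection: luminescence from enzymatic CDP-Star hydrolysis. Doses: test compounds delivered from DMSO solution.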
hIAP block = human IAP inhibitors, primary screen, biochemical, luminescence, uHTS | Intestinal-type alkaline phosphatase (Homo sapiens), P09923 | purified IAP, CDP-Star luminescence, 30 min | inhibition, % at 10 µM | 330,000 tested, 0.12% active;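 active = inhibition reaching a set limit with compound at 10 µM in the primary screen, cut at about 35% in these data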;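 also: plate controls were DMSO wells with enzyme for no effect and no-enzyme buffer wells for full effect; values of inactives mirror those of a sister screen read the other way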
A3A deaminase = APOBEC3A ssDNA deaminase inhibitors, primary screen, selectivity assay for APOBEC3G inhibitor project, biochemical, FAM/TAMRA oligo cleavage fluorescence; recombinant A3A, FAM/TAMRA ssDNA deamination fluorescence; 330,000 tested, 0.41% active; inhibition, % at 20 µM;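 active = at least 40% inhibition at 20 µM here, with at most 30% in a related deaminase screen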;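 also: plate controls were A3A with DMSO for no effect and wells lacking A3A enzyme for full effect; some results filed as inactive read as strong as hits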
Target sequence (P31941 whole entry, looked up): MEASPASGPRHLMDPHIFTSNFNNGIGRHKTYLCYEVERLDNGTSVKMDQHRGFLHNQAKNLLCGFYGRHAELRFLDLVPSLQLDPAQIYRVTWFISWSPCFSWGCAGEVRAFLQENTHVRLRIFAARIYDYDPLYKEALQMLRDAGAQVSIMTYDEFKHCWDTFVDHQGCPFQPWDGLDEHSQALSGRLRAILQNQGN
mIAP block = inhibitors of mouse IAP, primary screen, biochemical, luminescence, uHTS; intestinal alkaline phosphatase [Mus musculus]; inhibition, % at 10 µM; purified mouse IAP, CDP-Star luminescence, 30 min; 330,000 tested, 0.2% active;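 active = inhibition of at least 40% at 10 µM in the primary screen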;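 also: plate controls were DMSO with enzyme for no effect and no enzyme wells for full effect; values of inactives mirror those of a sister screen read the other way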
NLRP3 yeast inh = NALP3 inflammasome inhibitors in reconstituted yeast, primary screen, luminescence, uHTS. Yeast reconstituted NLRP3/ASC/caspase-1, beta-gal luminescence, 24 h. inhibition, % at 10 µM. 330,000 tested, 0.39% active. AID 2825, 2010;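 active = inhibition of 50% or more; inactive = inhibition below 50%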;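 also: plate controls were induced DMSO wells for no effect and uninduced yeast grown without galactose for full effect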
MIN6 prolif = inducers of MIN6 beta-cell proliferation, primary screen, ATP luminescence, uHTS; MIN6 cells proliferation, ATPlite luminescence, 48 h; cells starved in 0.2% serum; 100% = growth in 10% serum; AID 2380, 2010; 330,000 tested, 0.29% active; proliferation, % at 10 µM;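 active = compounds whose signal lies at least 3.5 SD above the mean of all wells on their plate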;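 also: 0% = DMSO-treated cells in low-serum medium and 100% = 10% serum control; some compounds called inactive have numbers as strong as hits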
APOBEC3G inh = APOBEC3G DNA deaminase inhibitors, primary screen, biochemical, fluorescence, single-stranded DNA substrate, uHTS; DNA dC->dU-editing enzyme APOBEC-3G (Homo sapiens), Q9HC16; recombinant A3G, ssDNA deamination FAM/TAMRA fluorescence; inhibition, % at 20 µM; 330,000 tested, 0.28% active;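 active = inhibition of at least 40% at 20 µM, with no more than 30% in the related APOBEC3A deaminase screen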;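 also: plate controls were DMSO wells with A3G for no effect and wells lacking A3G enzyme for full effect; some compounds called inactive have numbers as strong as hits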
Target sequence (Q9HC16 whole entry, looked up): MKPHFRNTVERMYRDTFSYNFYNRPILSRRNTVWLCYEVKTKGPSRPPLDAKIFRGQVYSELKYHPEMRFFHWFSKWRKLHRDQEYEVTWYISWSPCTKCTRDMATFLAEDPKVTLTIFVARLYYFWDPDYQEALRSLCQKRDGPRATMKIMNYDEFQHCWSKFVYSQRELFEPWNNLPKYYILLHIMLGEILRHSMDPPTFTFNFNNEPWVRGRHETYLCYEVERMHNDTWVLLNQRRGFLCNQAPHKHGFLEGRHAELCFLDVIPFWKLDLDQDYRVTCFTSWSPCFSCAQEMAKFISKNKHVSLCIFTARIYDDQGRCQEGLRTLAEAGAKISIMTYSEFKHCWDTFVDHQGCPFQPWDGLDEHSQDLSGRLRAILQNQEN
* hit, by the source's call; . = not tested or not shown.

Short keys: A = hIAP activ; B = SENP1 inh; C = mIAP act; D = hIAP block; E = A3A deaminase; F = mIAP block; G = NLRP3 yeast inh; H = MIN6 prolif; I = APOBEC3G inh
(1) COc1ccc(NC(=O)CC2SC(=NCc3ccccc3OC)NC2=O)cc1 (stereo not given)
  A: 0.95	B: 1	C: 0.95	D: 5	E: 1	F: 5	G: -4	H: 2	I: -4

(2) CCOc1ccc(NC(=O)CN(C)C(=O)c2cc3c(s2)CCC(C)C3)cc1OCC (stereo not given)
  A: 1.1	B: -3	C: 1.1	D: -7	E: -2	F: -9	G: 16	H: -3	I: -5

(3) Cc1cccc(Cn2ncc(Cl)c(Cl)c2=O)c1
  A: 1	B: 2	C: 0.99	D: 0	E: -3	F: 1	G: 19	H: -7	I: -4

(4) Cc1noc(C)c1COC(=O)c1ccccc1NC(=O)c1ccco1
  A: 1	B: -2	C: 0.86	D: -1	E: 4	F: 14	G: -1	H: -1	I: 0

(5) CCCCOc1ccc(C(=O)N/C(=C\c2cccc([N+](=O)[O-])c2)C(=O)OC(C)C)cc1
  A: 1	B: 0	C: 0.91	D: -5	E: -3	F: 10	G: 19	H: -3	I: 5

(6) O=C(Nc1ccc(NC(=O)c2ccccc2F)cc1)c1cccs1
  A: 1	B: 1	C: 0.98	D: -4	E: -2	F: 2	G: 31	H: 1	I: -4

(7) COc1ccc(CCNC(=O)C2(c3ccccc3)CC2)cc1
  A: 0.98	B: 3	C: 0.93	D: 2	E: -3	F: 7	G: 20	H: 8	I: -3

(8) Cc1cc(C)c(NS(=O)(=O)c2ccc(NC(=O)/C=C/C(=O)O)cc2)c(C)c1
  A: 1	B: .	C: 1.1	D: -1	E: 0	F: -6	G: -7	H: -1	I: -1

(9) CCCCN1C(=N)N([C@@H](CCC)CN2CCC[C@H]2CN2C(N)=NC[C@H]2C(C)C)C[C@H]1[C@H](C)CC
  A: 1	B: 0	C: 1.2	D: -4	E: 1	F: -17	G: 0	H: 1	I: 1

(10) COc1ccc(Nc2ncnc3sc(-c4ccccc4)cc23)cc1OC
  A: 1	B: -6	C: 1.3	D: -5	E: -2	F: -28	G: 6	H: -2	I: -7

Of the compounds above, five contain sulfur.
Short keys: A = hIAP activ; B = SENP1 inh; C = mIAP act; D = hIAP block; E = A3A deaminase; F = mIAP block; G = NLRP3 yeast inh; H = MIN6 prolif; I = APOBEC3G inh
(1) COc1ccc(NC(=O)CC2SC(=NCc3ccccc3OC)NC2=O)cc1 (stereo not given)
  A: 0.95	B: 1	C: 0.95	D: 5	E: 1	F: 5	G: -4	H: 2	I: -4

(2) CCOc1ccc(NC(=O)CN(C)C(=O)c2cc3c(s2)CCC(C)C3)cc1OCC (stereo not given)
  A: 1.1	B: -3	C: 1.1	D: -7	E: -2	F: -9	G: 16	H: -3	I: -5

(6) O=C(Nc1ccc(NC(=O)c2ccccc2F)cc1)c1cccs1
  A: 1	B: 1	C: 0.98	D: -4	E: -2	F: 2	G: 31	H: 1	I: -4

(8) Cc1cc(C)c(NS(=O)(=O)c2ccc(NC(=O)/C=C/C(=O)O)cc2)c(C)c1
  A: 1	B: .	C: 1.1	D: -1	E: 0	F: -6	G: -7	H: -1	I: -1

(10) COc1ccc(Nc2ncnc3sc(-c4ccccc4)cc23)cc1OC
  A: 1	B: -6	C: 1.3	D: -5	E: -2	F: -28	G: 6	H: -2	I: -7

Carrying on:
Short keys: A = hIAP activ; B = SENP1 inh; C = mIAP act; D = hIAP block; E = A3A deaminase; F = mIAP block; G = NLRP3 yeast inh; H = MIN6 prolif; I = APOBEC3G inh
(11) Cc1cccc2sc(NNC(=O)c3cc(=O)c4ccccc4o3)nc12
  A: 2	B: 16	C: 0.69	D: -95	E: 0	F: 31	G: 17	H: -6	I: -3

(12) Cc1cc(NC(=O)Cn2nc([N+](=O)[O-])c(Br)c2C)no1
  A: 1.1	B: 2	C: 0.96	D: -9	E: 1	F: 4	G: 1	H: -1	I: -4

(13) COc1ccc(CNC(=O)CC2(CC(=O)O)CCCCC2)cc1
  A: 0.87	B: -1	C: 1	D: 13	E: -1	F: -2	G: 16	H: -3	I: -1

(14) CSc1nnc2n(-c3ccc(C)cc3)c(=O)c3c4c(sc3n12)COC(C(C)C)C4 (stereo not given)
  A: 0.86	B: 2	C: 0.99	D: 14	E: 2	F: 1	G: 12	H: 4	I: 3

(15) Cc1ccccc1NC(=S)N(Cc1ccco1)C(C)c1cccs1 (stereo not given)
  A: 1	B: 0	C: 1.1	D: -1	E: 4	F: -7	G: -2	H: -3	I: -2

(16) COc1ccccc1C1=CC(=O)C[C@H](c2ccc(F)cc2)C1
  A: 0.99	B: 3	C: 0.94	D: 0	E: 1	F: 6	G: 13	H: -6	I: 2

(17) Cc1sc2ncn(CC(=O)NCCCC(=O)N3CCC(C)CC3)c(=O)c2c1C
  A: 1.1	B: 0	C: 0.99	D: -13	E: -5	F: 1	G: 14	H: 1	I: -14

(18) CCNC(=O)C1=C(O)c2sccc2N(C)S1(=O)=O
  A: 1.1	B: -136	C: 0.97	D: -7	E: 3	F: 3	G: 1	H: -1	I: -3

(19) CC1(C)CC(=O)/C(=C(\O)CCCN2C(=O)c3ccccc3C2=O)C(=NCCO)C1
  A: 1.1	B: 2	C: 1.1	D: -8	E: 1	F: -13	G: -10	H: -1	I: -4

(20) Oc1ccc2cc(Br)ccc2c1CN1CCCC1
  A: 1	B: -7	C: 0.92	D: -3	E: 0	F: 8	G: 7	H: -2	I: -2

(21) Cc1cc(NC(=S)Nc2cccc3ccccc23)n[nH]1
  A: 1.3	B: 2	C: 0.88	D: -35	E: -2	F: 12	G: 8	H: -1	I: -5

(22) CC(C)(Oc1ccc(Cl)cc1)C(=O)OCn1nnc2ccccc2c1=O
  A: 0.83	B: 2	C: 0.95	D: 17	E: -3	F: 5	G: 24	H: 6	I: -3

(23) O=C(Nc1cccc(S(=O)(=O)N2CCCC2)c1)c1cccc(S(=O)(=O)N2CCOCC2)c1
  A: 0.94	B: 3	C: 0.9	D: 6	E: -2	F: 10	G: 4	H: 1	I: -7

(24) CC(=O)C1=C(O)C(=O)N(Cc2cccnc2)C1c1ccccc1 (stereo not given)
  A: 1.1	B: 3	C: 0.93	D: -10	E: -3	F: 7	G: 10	H: -2	I: -8

(25) Cc1cc(C)c2c(=O)n(CC(=O)Nc3ccc(Cl)cc3)sc2n1
  A: 1.1	B: 2	C: 1.1	D: -12	E: -7	F: -8	G: 21	H: -6	I: 82*

(26) Cc1cc(OCC(=O)NC2CC2)c2c(C)cc(=O)oc2c1
  A: 0.87	B: -1	C: 0.99	D: 13	E: -4	F: 1	G: 12	H: 3	I: -4

(27) O=C(Nc1ccc(N2CCOCC2)cc1)c1ccc([N+](=O)[O-])cc1
  A: 0.94	B: 2	C: 1.1	D: 6	E: 6	F: -7	G: 19	H: -1	I: -1

(28) O=C(CCc1ccccc1)NNC(=S)Nc1ccc(F)cc1
  A: 1.7	B: 2	C: 0.98	D: -72	E: -5	F: 2	G: 14	H: 0	I: -2

Screening data as filed in PubChem.

The list is partial (hit frequency here may not be typical).
